KLK5 inh: kallikrein 5 (human) inhibition; inhibition, % at 5 µM; 210,000 compounds, 0.59% hits; recombinant hK5, fluorogenic AMC substrate cleavage; Q9Y337;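 active = inhibition of 40% or more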;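 also: 0% = enzyme controls without compound and 100% = no-enzyme blanks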
FXIa inh 1536: blocks human coagulation factor XIa protease activity; P03951; purified FXIa, Boc-Glu-Ala-Arg-AMC fluorogenic substrate; inhibition, % at 5 µM; 220,000 compounds, 0.14% hits;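 active = inhibition of at least 40%; inactive = inhibition below 40%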;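 also: fluorescence of freed AMC excited at 355 nm; 0% = enzyme without compound and 100% = no enzyme blank; many of its hits are not listed in these tables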
thrombin 1536: blocks human thrombin protease activity; 220,000 compounds, 0.26% hits; inhibition, % at 5 µM; alpha-thrombin, Boc-VPR-AMC fluorogenic substrate cleavage;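 active = inhibition at or above 40%; inactive = inhibition below 40%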;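 also: 0% = enzyme with no compound and 100% = wells without enzyme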
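Material: human alpha-thrombin protein. Incubation: reaction at ambient temperature. Technique: fluorescence of released AMC, ex 355 nm, em 460 nm. Control set: no-compound enzyme wells and no-enzyme blanks. Also added: Boc-VPR-AMC substrate, 15 µM final. Buffer or medium: pH 7.5 Tris (50 mM) with NaCl 150 mM, Tween 20 0.05%.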
FXIIa inh 1536: factor XIIa (human) inhibition | P00748 | purified FXIIa, Boc-QGR-AMC fluorogenic substrate, 2 h | inhibition, % at 5 µM | 220,000 compounds, 0.3% hits | AID 800; in the data active = inhibition above about 40%;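 also: 0% = enzyme with no compound and 100% = blank without enzyme; many of its hits are not listed in these tables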
KCC2 mod: KCC2 (human) Cl- transport modulation; Q9H2X9; KCC2 cells, thallium flux FluoZin-2 fluorescence; B-score of Tl+ flux slope (higher = more flux/activation; lower = inhibition) at 10 µM; 190,000 compounds, 2.2% hits; AID 1456;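 active = thallium flux slope and its plate-corrected score both differing from the plate sample mean at a set confidence after two filtering rounds, in either direction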;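 also: slope of fluorescence scaled to starting intensity during 10 to 20 s after thallium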
Target sequence (Q9H2X9 whole entry, looked up): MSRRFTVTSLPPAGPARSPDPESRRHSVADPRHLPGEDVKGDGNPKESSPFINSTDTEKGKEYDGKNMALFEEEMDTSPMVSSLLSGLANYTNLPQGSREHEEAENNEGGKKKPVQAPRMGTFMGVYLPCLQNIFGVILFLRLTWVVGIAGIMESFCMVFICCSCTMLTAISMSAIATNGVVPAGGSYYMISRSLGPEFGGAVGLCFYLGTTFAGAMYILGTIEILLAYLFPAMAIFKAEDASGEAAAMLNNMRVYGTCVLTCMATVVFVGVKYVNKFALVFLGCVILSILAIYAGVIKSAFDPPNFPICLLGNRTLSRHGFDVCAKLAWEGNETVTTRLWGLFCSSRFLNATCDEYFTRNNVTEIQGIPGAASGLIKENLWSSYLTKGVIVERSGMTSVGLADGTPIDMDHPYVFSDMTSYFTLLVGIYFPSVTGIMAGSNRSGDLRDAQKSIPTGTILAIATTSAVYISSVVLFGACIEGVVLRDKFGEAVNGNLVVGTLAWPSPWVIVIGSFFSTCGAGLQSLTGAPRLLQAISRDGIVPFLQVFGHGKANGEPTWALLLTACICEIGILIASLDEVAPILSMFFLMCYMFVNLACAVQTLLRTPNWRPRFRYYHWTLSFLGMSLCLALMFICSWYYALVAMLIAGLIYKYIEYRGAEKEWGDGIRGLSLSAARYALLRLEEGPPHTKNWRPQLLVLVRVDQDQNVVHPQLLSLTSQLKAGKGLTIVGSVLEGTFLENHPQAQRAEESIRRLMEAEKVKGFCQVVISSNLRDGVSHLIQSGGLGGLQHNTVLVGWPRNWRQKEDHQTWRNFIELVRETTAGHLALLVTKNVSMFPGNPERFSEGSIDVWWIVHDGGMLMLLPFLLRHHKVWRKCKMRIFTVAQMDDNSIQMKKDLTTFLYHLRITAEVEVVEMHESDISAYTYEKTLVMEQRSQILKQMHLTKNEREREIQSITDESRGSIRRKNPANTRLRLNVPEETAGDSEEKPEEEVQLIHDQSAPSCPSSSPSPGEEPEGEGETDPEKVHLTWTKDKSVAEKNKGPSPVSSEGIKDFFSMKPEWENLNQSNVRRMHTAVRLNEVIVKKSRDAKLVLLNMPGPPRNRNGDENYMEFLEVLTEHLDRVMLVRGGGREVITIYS
Wee1 degr inh: human Wee1 degradation inhibition, primary screen; 220,000 compounds, 1.2% hits; P30291; reporter increase, % at 5 µM; HeLa Luc-Wee1K328M stability, luciferase luminescence; 100% = proteasome inhibitor MG132 effect;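 active = activation above the mean of all tested compounds plus 3 SD, set per screening run, cut at about 8.8% in these data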;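 also: cells exposed to compound for 20 h before luminescence read; 0% = DMSO alone and 100% = MG132 at 30 µM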
p97 ATPase inh: blocks human p97 ATPase activity | recombinant p97 ATPase, Kinase-Glo ATP luminescence, 3 h | P55072 | AID 1481 | inhibition, % at 8 µM | 220,000 compounds, 0.42% hits; in the data active = inhibition above about 15%;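 also: 0% = DMSO vehicle and 100% = wells lacking enzyme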
Furin inhibitor: inhibitors of human furin. P09958. purified furin, fluorogenic substrate cleavage. inhibition, % at 30 µM. 220,000 compounds, 0.061% hits. AID 463115; in the data active = inhibition above about 25%; also: inactives centre near -15
PERK inhibitor: blocks human PERK kinase; Q9NZJ5; CHO PERK-DD fusion, SEAP luminescence translation reporter; inhibition, % at 5.6 µM; 220,000 compounds, 0.17% hits; AID 1416;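 active = inhibition above the mean inhibition of all tested compounds plus 3 SD, set separately per screening campaign, cut at about 2.9% in these data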;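 also: PERK kinase domain activated by AP20187 dimerizer at 100 nM; 0% = DMSO with dimerizer and 100% = rapamycin at 8.4 µM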
Active calls of the source: *; . = no result given; [ ] = remark or other dose. No enrichment for hits. Share with any hit: about 4.4%.

Results follow in this order: KLK5 inh, FXIa inh 1536, thrombin 1536, FXIIa inh 1536, KCC2 mod, Wee1 degr inh, p97 ATPase inh, Furin inhibitor, PERK inhibitor
- CCCCCCC1CC(C)(/C(C)=N/NC(N)=O)OC1=O (stereo not drawn)
  -1, -5, -1, 13, 0.42, 2, 5, -13[20 µM], 0.4
- O=C1CC(c2ccc(S(=O)(=O)N3CCCCC3)cc2)CN1 (stereo not drawn)
  11, -6, -6, -11, 1.9, 5, 3, -21[20 µM], 1.1
- c1cncc(-c2nnc(SCc3cccc4ccccc34)o2)c1
  3, 4, 0, 5, -4.3*, -1, -2, -29, 0.9
- CC1CCc2cc(F)ccc2N1C(=O)CCC(=O)O (stereo not drawn)
  -5, 1, -1, 14, ., -1, 0, -23, 0.7
- CC1CCc2c(sc(NC(=O)CCCn3cnc([N+](=O)[O-])n3)c2C(N)=O)C1 (stereo not drawn)
  2, -1, -1, 8, -0.023, 1, 1, -20, -0.1
- Cc1cccc(CN2CCN(CC(=O)NCCCN3CCCC3=O)C2=O)c1
  -8, -6, -5, 1, 2.1, -3, -4, 3, -1.1
- CCCCCOc1ccc(C(=O)C(c2ccccc2)N2CCOCC2)cc1 (stereo not drawn)
  -6, -1, -2, 9, -0.75, 4, -4, -19[20 µM], 0.1
- N#Cc1c(NC(=O)c2cc(-n3cnnc3)ccc2Cl)sc2c1CCCC2
  0, -2, -1, 5, -1.1, -1, 2, -37[20 µM], -1.0
- COCCn1c(=S)[nH]c2cc(C(=O)NCCCN3CCOCC3)ccc2c1=O
  14, -11, -4, 0, ., 0, -5, -7, 0.6
- CCCc1cc(=O)[nH]c(SCC(=O)NN(c2ccccc2)c2ccccc2)n1
  2, 2, -4, 9, -0.57, -1, 1, -18, 0.2
- CCC1C(=O)N=C(SCC(=O)Nc2ccc(S(N)(=O)=O)cc2)NC1=O (stereo not drawn)
  13, 7, ., 16, -2.4, 1, 1, -8, 1.0
- Cc1ccc(C)c(C(=O)c2c(C)nc3sccn23)c1
  44*, 4, 22, 26, -0.67, -3, 2, -8, -0.3
- COC(=O)c1ccc(CN2CCCC(CCC(=O)NCc3ccc(C)o3)C2)cc1 (stereo not drawn)
  -7, -7, -12, 2, 0.82, -3, 1, -24, 0.1
- CCOC(=O)c1sc2nc(C)n(N)c(=O)c2c1C
  1, 6, ., 10, 0.69, -2, 1, -4, 0.2
- CCOC(=O)N1CCC(=NNc2ccnc3cc(Cl)ccc23)CC1
  -4, -1, -9, 9, 1.3, -2, -3, -26, -0.3

Record cards, from the list above. Order of screens: KLK5 inh	FXIa inh 1536	thrombin 1536	FXIIa inh 1536	KCC2 mod	Wee1 degr inh	p97 ATPase inh	Furin inhibitor	PERK inhibitor
Profile of `N#Cc1c(NC(=O)c2cc(-n3cnnc3)ccc2Cl)sc2c1CCCC2` = 0	-2	-1	5	-1.1	-1	2	-37[20 µM]	-1.0
Profile of `CCCCCCC1CC(C)(/C(C)=N/NC(N)=O)OC1=O` (stereo not drawn) = -1	-5	-1	13	0.42	2	5	-13[20 µM]	0.4
Profile of `Cc1ccc(C)c(C(=O)c2c(C)nc3sccn23)c1` = 44*	4	22	26	-0.67	-3	2	-8	-0.3
Profile of `O=C1CC(c2ccc(S(=O)(=O)N3CCCCC3)cc2)CN1` (stereo not drawn) = 11	-6	-6	-11	1.9	5	3	-21[20 µM]	1.1
Profile of `c1cncc(-c2nnc(SCc3cccc4ccccc34)o2)c1` = 3	4	0	5	-4.3*	-1	-2	-29	0.9

7 of the entries above in order of their number in p97 ATPase inh, highest first.
| SMILES | p97 ATPase inh |
| --- | --- |
| O=C1CC(c2ccc(S(=O)(=O)N3CCCCC3)cc2)CN1 (stereo not drawn) | 3 |
| CC1CCc2c(sc(NC(=O)CCCn3cnc([N+](=O)[O-])n3)c2C(N)=O)C1 (stereo not drawn) | 1 |
| CC1CCc2cc(F)ccc2N1C(=O)CCC(=O)O (stereo not drawn) | 0 |
| c1cncc(-c2nnc(SCc3cccc4ccccc34)o2)c1 | -2 |
| CCOC(=O)N1CCC(=NNc2ccnc3cc(Cl)ccc23)CC1 | -3 |
| Cc1cccc(CN2CCN(CC(=O)NCCCN3CCCC3=O)C2=O)c1 | -4 |
| COCCn1c(=S)[nH]c2cc(C(=O)NCCCN3CCOCC3)ccc2c1=O | -5 |

The results go on:
Results follow in this order: KLK5 inh, FXIa inh 1536, thrombin 1536, FXIIa inh 1536, KCC2 mod, Wee1 degr inh, p97 ATPase inh, Furin inhibitor, PERK inhibitor
- O=C(NC1CCCCC1)C(=O)N(Cc1cccnc1)C(C(=O)NCc1ccco1)c1ccccc1 (stereo not drawn)
  -1, -4, 24, 1, 0.023, -1, -3, -26, -0.3
- CCOC(=O)c1[nH]c(C)c(CN(CCc2ccc(OC)c(OC)c2)C(=O)CCCC(=O)O)c1C
  16, 3, 1, 9, ., -1, 1, -18, 1.4
- COc1cccc(/C=N/Nc2ncccc2[N+](=O)[O-])c1OC
  0, -2, -5, 6, -0.76, -1, -52, 9, -0.5
- O=C(CSc1ccccn1)NC1CCCC1
  0, 1, 0, 2, ., 2, 3, -10, 1.0
- Cn1c(C(O)C(O)c2ccccc2)nc2ccccc21 (stereo not drawn)
  3, -2, -1, ., 1.5, 2, 2, -31, 0.3
- Cc1cc(N/N=C/c2ccc(N(C)C)cc2)nc(NCc2ccccc2)n1
  1, 0, -3, 6, -1, 0, 4, -20, -1.2
- CCc1nc(NCCO)c(C#N)c2c1CSC(C)(C)C2
  -1, -2, 0, 0, 0.015, -1, 3, -10, -1.5
- Cn1c(=O)n(Cc2ccco2)c(=N)c2c3c(sc21)CCC3
  -22, -20, -2, 4, -1.4, 2, 7, -19[20 µM], -0.2
- COCCn1c(-c2ccccc2)nc2c(c(=O)c3ccccc3n2C)c1=O
  -10, 7, -10, 6, -2.1, -1, 3, -13, -0.7
- O=C(CCN1C(=O)c2ccccc2C1=O)N1CCOCC1
  -11, -3, -3, 8, 0.15, 0, 1, -22[20 µM], 1.9
- CC(C)[C@H](NC(=O)c1ccccc1)C(=O)OCc1nc2scc(-c3ccccc3)c2c(=O)[nH]1
  -15, -8, -8, -1, -1.9, -2, -4, -14, -0.8
- Cc1ccc(C)c(S(=O)(=O)NCc2ccc(C(=O)N3CCCCCC3)cc2)c1
  -7, 4, -2, 8, -0.43, 2, -10, -2, -2.1
- O=C(COc1ccc(Cl)cc1)Nc1nnc(C2=COCCO2)o1
  1, -1, -6, 12, 0.02, -1, 3, -20, 0.7
- O=C(COc1ccc2ccccc2c1)Nc1ccc2c3c(cccc13)CC2
  -15, 7, -10, 4, -0.031, -2, 7, -19, 1.3
- C/C(=N\O)C(C)(C)Nc1ccc(Cl)cc1
  2, 1, -3, 4, 0.56, -2, 6, -13, 0.6
- CC(=O)c1c(C)[nH]c(C(=O)Nc2ccc(C)c(S(=O)(=O)Nc3ccc(C)cc3C)c2)c1C
  6, 0, 0, 9, -0.76, 0, 3, -21, -0.2
- CCOC(=O)N1CCN(C(=O)C2CC(c3ccccc3OC)=NO2)CC1 (stereo not drawn)
  -2, 2, 4, 16, -0.36, 2, 2, -17, -0.2
- CNc1cc([N+](=O)[O-])ccc1N/C=C/C(=O)c1cccs1
  -4, 5, 2, 7, -1, 6, 6, -7[20 µM], -0.4
- COc1cccc(C(=O)N2C(C(=O)O)CSC2c2ccccc2Cl)c1 (stereo not drawn)
  -15, -1, -8, 4, -0.54, 5, 2, -21, 2.1
- CC(C)COc1ccc(C(=O)OCCN2CCOCC2)cc1
  2, -8, -5, -10, -0.037, -2, -9, -16[20 µM], 0.1
- COc1cccc(N2CCN(C(c3ccccn3)c3nnnn3C(C)(C)C)CC2)c1 (stereo not drawn)
  -6, -2, -5, 4, -0.89, -3, -2, -21[20 µM], -0.5
- CCc1cc2c(=O)c(-c3ccc(F)cc3)c(C(F)(F)F)oc2cc1OCC(=O)O
  -7, -4, ., -1, -0.91, -2, -1, -18, 0.8
- Cc1nc(-c2ccc(Cl)cc2)sc1C1(C)CC(c2c(Cl)cccc2Cl)=NO1 (stereo not drawn)
  0, 0, -1, 11, 0.34, ., ., -16, .
- c1ccc2c(c1)nc(N1CCOCC1)c1c3ccccc3[nH]c21
  1, -2, -6, 6, 0.94, 0, -1, -23, -1.5
- O=C(/C=C/c1ccco1)NC(=S)Nc1cc(-c2nc3ccccc3s2)ccc1Cl
  -5, 2, -9, 5, -0.036, 2, 5, -6, 0.3
- Cc1ccccc1NC(=O)COc1ccc(Br)cc1C
  -7, 8, 2, 9, -0.74, 4, 0, -31, 0.2
- O=C(O)CCCn1cc(NC(=O)c2ccco2)cn1
  7, 1, 0, 6, 1, -4, -1, -27, 0.7
- COc1ccc(C)cc1NC(=O)c1ccc2c(c1)OCO2
  -6, 0, -6, 6, 0.49, 1, -5, -6, 0.4
- CCNc1nc(Oc2ccc(C#N)cc2)cc(C(F)(F)F)n1
  5, 0, -2, ., -0.34, -2, 0, -29, 0.2
- COC(=O)c1ccccc1NC(=O)Nc1nnc(N2CCC(C)CC2)s1
  -3, 5, 2, 4, -0.09, -1, 5, -37, 0.7
- COc1ccc2c(c1)C(SCC(=O)NCCc1ccc(Cl)cc1)CC(C)(C)O2 (stereo not drawn)
  -14, 6, 0, 12, -2.8, 2, -4, -7, 0.0
- CCOC(=O)c1nn(-c2ccc(C)c(C)c2)c(=O)c2c(N)scc12
  4, 4, 0, 16, 0.44, -1, 4, -19[20 µM], 1.0
- COC(=O)c1ccc(Cl)c(NC(=O)CN(c2ccc(OC)cc2)S(=O)(=O)c2ccccc2)c1
  ., ., ., ., -3.9, 2, -6, -17[20 µM], -0.6
- CC(C)CC(=O)Nc1ccc(C(=O)COc2ccc(-c3nnco3)cc2)cc1
  -1, -5, -7, 12, ., 2, -3, -17, 0.2
- CC(=O)NCC(=O)N[C@@H](CC(=O)OCc1ccccc1)C(=O)OCc1ccccc1
  -7, -5, 1, 8, -0.26, 0, -2, -30, 1.4
- CCOC(=O)CSc1nnc(CNC(=O)c2ccc(OC)cc2OC)n1C
  -20, 2, 3, 8, -0.78, 6, -3, -6, 0.1
- O=C(NCc1ccccc1)C(Cc1ccccc1)N1C(=O)C2C3CCC(C3)C2C1=O (stereo not drawn)
  -15, 3, -1, 8, -0.013, 0, -5, -10, -1.5

Screening data as filed in PubChem BioAssay.
